Screening data as filed in PubChem BioAssay.
SSB-PriA inh = inhibitors of Klebsiella pneumoniae PriA binding to SSB C-terminal tail, primary screen, biochemical, AlphaScreen | AlphaScreen SSBct-PriA binding, biotinylated peptide | 0.6% of 430,000 active | inhibition, % at 33 µM | AID 1272365, 2023; in the data active = inhibition mostly above about 37%, no sharp cut-off; inactive = mostly below about 20%;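 note: plate controls were negative control peptide for no effect and reference peptide for full effect; strong numbers were not always called active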
* marks the source's active call; other numbers are inactive results; & = joins results of further samples. A portion of the library; rates above refer to the full screens.

For Cc1ccc(-c2c3c(nc4sc(C(=O)Nc5ccc(C)c(Cl)c5)c(N)c24)CCCC3)o1 the results were SSB-PriA inh -4.0.
`O=C(CS(=O)(=O)c1cn(Cc2ccc(F)cc2)c2ccccc12)Nc1ccccc1C(F)(F)F` gave SSB-PriA inh -12.0.
For CC(=O)Nc1cccc(NC(=O)CSc2nc(CC(=O)Nc3ccc(C)c(F)c3)cs2)c1 the results were SSB-PriA inh -1.0.
`O=C(O)C(=O)Nc1ccc(Cl)cn1` gave SSB-PriA inh 2.0.
Screening CCOc1ccccc1S(=O)(=O)N1CCCC(Cc2nc(-c3ccccc3F)no2)C1 (stereo not drawn) returned SSB-PriA inh -14.0.
CCC(=O)c1ccc(OC[C@@H](O)CN2CCN(S(=O)(=O)N3CCCCC3)CC2)cc1 was read as SSB-PriA inh -23.0.
Screening O=S(=O)(NCC(c1ccsc1)N1CCCCCC1)c1cc(F)ccc1F (stereo not drawn) returned SSB-PriA inh -18.0.
`Cc1cc(C(=O)N(CCN2CCOCC2)c2nc3c(C)ccc(Cl)c3s2)on1` gave SSB-PriA inh -8.0.
`CC(=NOC(=O)c1ccccc1F)c1nccs1` gave SSB-PriA inh -13.3.
For O=C(O)c1ccc(C=NNC(=O)c2cc(-c3cccs3)nc3ccccc23)cc1 the results were SSB-PriA inh 12.6.
CCOc1cc(-c2nnc(NC(=O)CCS(=O)(=O)c3ccc(Cl)cc3)o2)cc(OCC)c1OCC was read as SSB-PriA inh -5.0.
For Cc1ccc(S(=O)(=O)N=C(NC(=S)Nc2cccc(C)c2)c2ccccc2)cc1 the results were SSB-PriA inh 2.9.
`O=C(Nc1ccn2nccc2c1)c1cc(-c2cccs2)on1` gave SSB-PriA inh -10.0.
Screening Cc1ccc(Nc2nc(N3CCN(Cc4ccccc4)CC3)nc3nccnc23)cc1C returned SSB-PriA inh -12.0&-6.0.
For CC(C)c1cccc2sc(Cl)nc12 the results were SSB-PriA inh -6.0.
For CC(=O)Nc1ccc2nc(NC(=O)COc3ccc(Cl)cc3)sc2c1 the results were SSB-PriA inh -5.0.
O=C(Nc1ccc(-c2ccc(N3CCOCC3)nn2)cc1)c1c(F)cccc1Cl was read as SSB-PriA inh -6.0.
Cc1nnc(NC(=O)CSc2nc3c(cnn3-c3cccc(Cl)c3)c(=O)[nH]2)s1 was read as SSB-PriA inh -1.0.
O=C(Cc1cc(=O)[nH]c(SCc2ccccc2F)n1)N1CCN(c2ncccn2)CC1 was read as SSB-PriA inh -6.0&-5.0.
`COCCCNC(=S)NN=Cc1ccc(N(C)C)cc1Cl` gave SSB-PriA inh 0.8.
`CO[C@@]1(CNC(=O)c2ccno2)CCSC1` gave SSB-PriA inh -17.0.
`O=C(NC[C@H](O)c1ccoc1)c1cccc(Br)c1` gave SSB-PriA inh -1.0.
Cc1nnsc1C(=O)Nc1cnn(CC2COc3ccccc3O2)c1 (stereo not drawn) was read as SSB-PriA inh -5.0.
`O=C(NCc1cncc(-c2cccs2)c1)NC(c1ccccc1)c1ccccc1` gave SSB-PriA inh -8.0.

Reprinted at random: 3 records from the list.
For CC(C)c1cccc2sc(Cl)nc12 the results were SSB-PriA inh -6.0.
`O=C(NC[C@H](O)c1ccoc1)c1cccc(Br)c1` gave SSB-PriA inh -1.0.
O=C(Cc1cc(=O)[nH]c(SCc2ccccc2F)n1)N1CCN(c2ncccn2)CC1 was read as SSB-PriA inh -6.0&-5.0.

The results go on.
For COc1ccc(NCC(=O)NN=C(C)c2cc3ccccc3o2)cc1 the results were SSB-PriA inh 16.2.
Cc1nc(-n2ncc(C#N)c2N)c2cnn(-c3ccccc3)c2n1 was read as SSB-PriA inh -3.0.
Screening CC1(C(=O)NN=Cc2ccc([N+](=O)[O-])o2)CC1(Br)Br (stereo not drawn) returned SSB-PriA inh 1.2.
Screening COc1ccc(OC)c(-c2csc(NC(=O)C3CCCN3S(C)(=O)=O)n2)c1 (stereo not drawn) returned SSB-PriA inh -2.0.
COc1ccc(Cl)cc1NC(=O)CSc1nnc2ccc(-c3ccccc3)nn12 was read as SSB-PriA inh -1.0.
CC(C)c1nn2c(N)c(C=C3C=Nc4ccccc43)c(=O)nc2s1 was read as SSB-PriA inh 1.7.
O=C(NCCn1nc(C(F)(F)F)c2c1CCCC2)c1ccc(OC(F)(F)F)cc1 was read as SSB-PriA inh -5.0.
`CS(=O)(=O)c1ccccc1C(=O)Nc1nc(-c2cccc([N+](=O)[O-])c2)cs1` gave SSB-PriA inh 8.0.
For O=C(NCCC1=CCCCC1)c1sc2c(cnc3ccccc32)c1-c1ccc(Cl)cc1 the results were SSB-PriA inh -21.0.
Screening CC(=O)c1cccc(NC(=O)Cn2nc(-c3ccccc3)c3sc(N4CCCC4)nc3c2=O)c1 returned SSB-PriA inh -11.0.
`CCCN1CCCc2cc(CCNC(=O)C(=O)NCc3ccc(OC)cc3)ccc21` gave SSB-PriA inh 49.0.
CN1CCN(N=Cc2ccc(-c3ccc([N+](=O)[O-])cc3)o2)CC1 was read as SSB-PriA inh 12.0.
For O=C(c1ccccc1)c1ccc2c3c(cccc13)C(=O)N(c1ccc3c4c(cccc14)CC3)C2=O the results were SSB-PriA inh 27.0.
CCc1cccc2sc(NC(=O)c3cccc(S(=O)(=O)CC)c3)nc12 was read as SSB-PriA inh -15.0.
Cc1ccc(CN2C(=O)/C(=C3\SC(=S)N(CC4CCCO4)C3=O)c3ccccc32)cc1 (stereo not drawn) was read as SSB-PriA inh -6.0.
Screening COc1cccc(OCC(=O)Nc2ccc3c(c2)CN(C(=O)c2ccccc2)CC3)c1 returned SSB-PriA inh -3.0.
Screening CCn1ccnc1N1CCN(C(=O)c2ccc3c(c2)OCO3)CC1 returned SSB-PriA inh -11.0.
Screening COc1ccc(CCNC(=O)c2nnc3n(c2=O)CCN3c2ccc(F)cc2)cc1 returned SSB-PriA inh -11.0.
`COc1cccc(C(=O)Nc2nnc(-c3cc(C)nn3C)o2)c1OC` gave SSB-PriA inh -8.0.
CCOc1ccccc1/C=N\NC(=O)CNC(=O)c1cc(OCC)c(OCC)c(OCC)c1 was read as SSB-PriA inh 8.0.
For CCSc1ccccc1C(=O)NCCS(=O)(=O)N1CCN(c2ccccc2OC)CC1 the results were SSB-PriA inh 2.0&-3.0.
`Cc1ccc(Cl)cc1NC(=O)C(=O)NCC(c1ccc2c(c1)CCN2C)N(C)C` (stereo not drawn) gave SSB-PriA inh 25.0.
Cc1cc(C)c(C(=O)c2sc3nc(C)cc(C)c3c2O)c(C)c1 was read as SSB-PriA inh -11.0.
Screening CSc1ccc(C=NNC(=O)c2cccc(O)c2)cc1 returned SSB-PriA inh -10.8.
Screening NC(=O)NN=Cc1ccc(N2CCOCC2)s1 returned SSB-PriA inh 0.8.
Screening Cc1ccccc1C(=O)NCCn1ncc2c(N3CCCC3)ncnc21 returned SSB-PriA inh -20.0.
For Cn1ccc2c(OCC(=O)c3ccc(Cl)cc3)cccc2c1=O the results were SSB-PriA inh 0.0.
`COc1ccc(Cl)cc1NC(=O)C1CCCN1` (stereo not drawn) gave SSB-PriA inh 17.0.
O=C(CSc1ccc(Cl)cc1)Nc1nnc(Cc2ccc(Cl)s2)o1 was read as SSB-PriA inh 9.0.
For O=C(CCn1c(=S)[nH]c2ccccc2c1=O)NCc1ccco1 the results were SSB-PriA inh 0.0.
For COc1cc(Cn2cc(CC(=O)N3CCC(C(N)=O)CC3)c3ccccc32)cc(OC)c1 the results were SSB-PriA inh -31.0.
`CCCn1c(O)c(N=NC(=O)CNC(=O)c2ccccc2)c2ccccc21` gave SSB-PriA inh 6.0.
`Cc1nc(-n2cccc2)sc1C(=O)NCCc1ccc(S(N)(=O)=O)cc1` gave SSB-PriA inh -7.0.
`CNC(=S)NN=Cc1cn(CCOc2ccc(OC)cc2)c2ccccc12` gave SSB-PriA inh 27.3.
Cc1cccc(S(=O)(=O)NCCC(=O)N2CC(S(=O)(=O)Cc3ccco3)C2)c1 was read as SSB-PriA inh 3.0.
CC(=NNS(=O)(=O)c1ccc([N+](=O)[O-])cc1)c1ccc(NC(=O)c2ccco2)cc1 was read as SSB-PriA inh 12.0.

Continued, overlapping the part above by two compounds.
Cc1cccc(S(=O)(=O)NCCC(=O)N2CC(S(=O)(=O)Cc3ccco3)C2)c1 was read as SSB-PriA inh 3.0.
CC(=NNS(=O)(=O)c1ccc([N+](=O)[O-])cc1)c1ccc(NC(=O)c2ccco2)cc1 was read as SSB-PriA inh 12.0.
`Nc1cc(=O)[nH]c(C(F)(F)F)n1` gave SSB-PriA inh -6.0&5.0.
`COc1cc(NC(=O)CSc2nnc(-c3ccccn3)n2Cc2ccco2)cc(OC)c1` gave SSB-PriA inh 42.9.
O=C(Nc1nnc(-c2ccc(Cl)cc2)s1)c1ccc(S(=O)(=O)N2CCCC2)cc1 was read as SSB-PriA inh -7.0.
`CN(Cc1ccco1)S(=O)(=O)c1ccc(C(=O)Nc2ccc(Br)cc2)cc1` gave SSB-PriA inh -4.0.
`CS(=O)(=O)c1ccc(Nc2nc(C(=O)Nc3ccc(C(N)=O)cc3)cs2)cc1` gave SSB-PriA inh -17.0.
O=C(NCc1ccccc1Cl)C(=O)Nc1cccc(N2CCCC2=O)c1 was read as SSB-PriA inh -13.0.
CCOc1ccc(-c2cc(=O)n(Cc3cc(C)ccc3C)cn2)cc1 was read as SSB-PriA inh -15.0.
For O=C(Oc1coc(CSc2nnc(NC(=O)C3CC3)s2)cc1=O)c1c(F)cccc1Cl the results were SSB-PriA inh -7.0.
Screening CC(=NNC(=O)c1cc(O)cc(O)c1)c1ccc(NC(=O)Cc2ccccc2)cc1 returned SSB-PriA inh 7.0.
`O=c1cc(-c2ccc(F)cc2)nc(SCc2nc(-c3cccc(Br)c3)no2)[nH]1` gave SSB-PriA inh -1.0.
Cc1ccccc1NC(=O)NCC1(c2ccsc2)CCCC1 was read as SSB-PriA inh 8.0.
For COc1ccc(Nc2nn3c(=O)c4cc5c(cc4nc3s2)OCO5)cc1 the results were SSB-PriA inh -11.0.

A section from further up, as a working copy:
O=C(NCc1ccccc1Cl)C(=O)Nc1cccc(N2CCCC2=O)c1 was read as SSB-PriA inh -13.0.
CCOc1ccc(-c2cc(=O)n(Cc3cc(C)ccc3C)cn2)cc1 was read as SSB-PriA inh -15.0.
For O=C(Oc1coc(CSc2nnc(NC(=O)C3CC3)s2)cc1=O)c1c(F)cccc1Cl the results were SSB-PriA inh -7.0.

Continuation:
COc1ccc([C@@H]2CC(c3ccsc3)=NN2C(=O)c2ccco2)cc1O was read as SSB-PriA inh 7.0.
Screening CCOc1ccc(C2C(=C(O)c3ccc4c(c3)OCCO4)C(=O)C(=O)N2Cc2cccnc2)cc1OCC (stereo not drawn) returned SSB-PriA inh -3.4.
For CCOc1ccc(-c2nc3n(n2)[C@@H](c2cccs2)C(C(=O)Nc2ccccc2OC)=C(C)N3)cc1 the results were SSB-PriA inh -11.0.
For CCc1nnc(-c2cccc(OCC(=O)Nc3ccc(C(N)=O)cc3)c2)o1 the results were SSB-PriA inh -16.0&-5.0.
Screening Cc1ccc(-c2csc3nnc(SCC(=O)c4ccc5c(c4)OCO5)n23)cc1C returned SSB-PriA inh 2.0.
For O=C(Cn1c(=O)oc2ccccc21)NCC1(O)CCc2ccccc2C1 (stereo not drawn) the results were SSB-PriA inh -11.0.
Clc1ccc(-c2noc(CCCCc3nc4ccccc4[nH]3)n2)cc1 was read as SSB-PriA inh -24.0&-12.0.
For COc1ccccc1Oc1ccc(S(=O)(=O)Nc2ccccc2F)cc1 the results were SSB-PriA inh -13.0.
`Cc1cc(NC(=O)[C@H]2CCCN(c3ccc(-n4ccnc4)nn3)C2)no1` gave SSB-PriA inh -9.0.
For COc1ccccc1N1CCN(C(=O)c2csc3nc(-c4ccc(F)cc4)cn23)CC1 the results were SSB-PriA inh 20.0*.
Screening CCOc1ccccc1NC(=O)N1CCC(N2CCC(Oc3nccs3)CC2)CC1 returned SSB-PriA inh -26.0.
Screening CCCC(=O)N1CCN(C(=O)C(NC(=O)c2cccs2)S(=O)(=O)c2ccc(Cl)cc2)CC1 (stereo not drawn) returned SSB-PriA inh -9.0&-3.0.

Next section, overlapping the part above by two compounds.
Screening CCOc1ccccc1NC(=O)N1CCC(N2CCC(Oc3nccs3)CC2)CC1 returned SSB-PriA inh -26.0.
Screening CCCC(=O)N1CCN(C(=O)C(NC(=O)c2cccs2)S(=O)(=O)c2ccc(Cl)cc2)CC1 (stereo not drawn) returned SSB-PriA inh -9.0&-3.0.
`COc1ccc(C=NNC(=O)c2ccc(Cl)cc2)cc1COC(C)=O` gave SSB-PriA inh -4.4.
S=c1[nH]nc(-c2ccc(Cl)cc2)n1N=Cc1ccco1 was read as SSB-PriA inh -9.4.
Screening COC(=O)C1CC(OC)CN1C(=O)C1(c2ccccc2)CCOCC1 (stereo not drawn) returned SSB-PriA inh 0.0.
Screening COc1ccc(CC(C)=NNC(=O)c2ccc(C)cc2C)cc1 returned SSB-PriA inh -15.2.
COCCOC(=O)C[C@@H]1NCCNC1=O was read as SSB-PriA inh -3.0.
Screening Cc1cc(=O)n(CCNC(=O)[C@H]2CC(=O)N(c3cccc(Br)c3)C2)cn1 returned SSB-PriA inh -3.0.
`O=C(O)CCc1nc2ccc(Cl)cc2[nH]1` gave SSB-PriA inh -6.0.
O=C(O)COc1ccc2c(c1)O/C(=C\c1cccc(Br)c1)C2=O was read as SSB-PriA inh -8.0.
For Cn1cc(-c2cccs2)nc1CCNC(=O)Nc1cccc(C(F)(F)F)c1 the results were SSB-PriA inh -6.0.
For CCCN1CCCc2cc(CCNS(=O)(=O)c3ccc(F)cc3F)ccc21 the results were SSB-PriA inh 78.5*.
For CN(C)CCCN(C(=O)CCOc1ccccc1)c1nc2c(Cl)cccc2s1 the results were SSB-PriA inh 13.0.
Screening COc1ccc(Cl)cc1S(=O)(=O)Nc1ccc2c(c1)OCC(C)(C)C(=O)N2CCC(C)C returned SSB-PriA inh 7.0.
For CC(C)C(=O)N1CCc2ccc(NC(=O)COc3ccc(F)cc3)cc2C1 the results were SSB-PriA inh 14.0.
Screening COCCNC(=O)Nc1ccc2c(c1)CN(C(C)=O)CC2 returned SSB-PriA inh 1.0.
